Screens from PubChem.
CRE-bla Fsk = modulators of forskolin-stimulated CRE signaling in CHO cells; CHO CRE-bla reporter (cAMP response element driving beta-lactamase), forskolin EC10, beta-lactamase ratio; Potency, µM (doses to about 38.2 µM), for the others: at the highest dose activity change, negative = inhibition, usual class: activators; 2.5% of 71,000 active; active means well fitted activation curve with a large enough effect in the signal ratio, with a control signal flat, not every such curve was filed as active; inconclusive means small, poorly fitted or top-dose-only effect, or effect the other way, or a change in a side signal; the % refers to the signal ratio; further: potency means the concentration at half of the fitted maximal effect; % of control where 0% means no effect
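The 460nm/530nm emission ratio after CCF4 loading defined %Activity, from which AC50 values were obtained. CRE-bla CHO cells received compound dilution series together with an EC10 level of NKH 477 for 3 hours at 37 degrees Celsius.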
BRCT PPI red = BRCT-phosphoprotein interaction inhibition (red fluorophore); Potency, µM (highest dose often 76.9 µM), inactives show top-dose activity change, negative = inhibition, actives largely listed as inhibitors; 0.03% of 75,000 active; BRCT-phosphopeptide binding, red fluorescence polarization; P38398; further: on the % scale 0 is the no-effect control and ±100 the full control effect
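Fluorescence polarization: 100 nM His-tagged BRCA1 BRCT with 100 nM TAMRA-labelled phospho-BACH1 decapeptide, phosphate buffer pH 7.3 with 150 mM NaCl, DTT, 0.01% Tween 20; 12 min RT. Binding inhibition seen as FP decrease.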
DNA Pol III inh = inhibitors of bacterial DNA polymerase III holoenzyme; reconstituted DNA polymerase III holoenzyme replication, biochemical; Potency, µM (series often up to 57.1 µM), for inactives: at the top dose activity change, negative = inhibition; 0.25% of 71,000 active; AID 603; further: potency means the concentration at half of the fitted maximal effect; on the % scale 0 is the no-effect control and ±100 the full control effect
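Reconstituted *E. coli* holoenzyme (0.35 nM Pol III, 1 nM beta, 154 nM SSB, 2 nM primase) was preincubated with compound for 15 min at RT. Synthesis on 1.4 nM ssM13Gori ran 35 min, then was stopped with PicoGreen/EDTA and read as dsDNA fluorescence.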
HBB splice mod = alters splicing of the hemoglobin beta chain; Potency, µM (series often up to 46.1 µM), without a hit: at the top dose activation, hits mostly activators; AID 925; HBB splicing reporter cell assay, activation; EGFP reporter with mutant IVS2-654 intron; response scale: normalised to 500 nM splice-correcting PNA; 0.06% of 65,000 active; further: potency means the concentration at half of the fitted maximal effect; 0% is about no effect
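Compounds were applied for 2 days to HeLa EGFP-654 cells, 500/well in Optimem with 2% FCS. The reporter's EGFP is disrupted by mis-splicing of beta-globin intron IVS2-654. Readout: summed well GFP fluorescence from 488 nm laser scanning; reference was 500 nM antisense […] 654 PNA.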
BRCT PPI green = BRCA1 BRCT-phosphoprotein interaction inhibition; BRCA1 BRCT-phosphopeptide binding, green fluorescence polarization; Potency, µM (titrated, usually from 76.9 µM), inactives show at the top dose activity change, negative = inhibition, usual class: inhibitors; P38398; 0.05% of 75,000 active;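 further: potency means the concentration at half of the fitted maximal effect; plate controls were peptide without protein for full effect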
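Compounds were incubated for 12 min at room temperature with a complex of 100 nM fluorescein-tagged pBACH1 decapeptide and 250 nM His-tagged BRCT protein. Buffer was phosphate pH 7.3 with EDTA, DTT and Tween 20. Disruption of binding lowers the polarization signal.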
USP2a inh = inhibitors of human ubiquitin-specific protease USP2a; Potency, µM (doses to about 38.3 µM), inactives show top-dose activity change, negative = inhibition, usual class: inhibitors; USP2a enzymatic assay, qHTS inhibition; O75604; 0.1% of 60,000 active;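 further: potency means the concentration at half of the fitted maximal effect; nearly all actives have a fitted effect of over 60% in size; plate controls were DMSO for no effect and NEM full inhibition control for full effect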
Target sequence (O75604 whole entry, looked up): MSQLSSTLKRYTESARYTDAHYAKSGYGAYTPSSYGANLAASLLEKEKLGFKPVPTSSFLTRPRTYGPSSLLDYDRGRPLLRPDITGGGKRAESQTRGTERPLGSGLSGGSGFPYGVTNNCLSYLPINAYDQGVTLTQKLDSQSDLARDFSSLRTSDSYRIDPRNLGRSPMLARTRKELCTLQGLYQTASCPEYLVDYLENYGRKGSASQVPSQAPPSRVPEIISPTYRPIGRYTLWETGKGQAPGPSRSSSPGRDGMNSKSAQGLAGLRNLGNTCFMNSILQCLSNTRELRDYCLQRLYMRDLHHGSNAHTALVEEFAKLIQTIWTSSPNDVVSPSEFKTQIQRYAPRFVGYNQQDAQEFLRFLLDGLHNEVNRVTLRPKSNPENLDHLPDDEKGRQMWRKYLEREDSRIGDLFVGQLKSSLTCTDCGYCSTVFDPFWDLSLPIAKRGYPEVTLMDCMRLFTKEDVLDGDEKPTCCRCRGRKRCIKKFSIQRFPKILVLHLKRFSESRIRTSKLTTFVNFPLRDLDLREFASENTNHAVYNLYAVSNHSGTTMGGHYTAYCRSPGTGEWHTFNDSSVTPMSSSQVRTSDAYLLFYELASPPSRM
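20 nM USP2 core + cpd, 30 min RT; add 20 nM Ub-PLA2/20 uM NBD C6-HPC; read Ex460/Em535 at 0 h and 2.5 h. Normalized to NEM; qHTS curve fit/classification.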
Hsp90 Hop PPI = changes Hsp90-Hop TPR2A binding signal, up or down | AlphaScreen TPR2A-His6 binding biotin-Hsp90 C-terminal peptide | 0.44% of 71,000 active | Potency, µM (doses to about 57 µM), for the others: at the top dose activity change, negative = inhibition; active means well fitted curve in either direction with a large enough effect; inconclusive means small, poorly fitted or top-dose-only effect, or another doubt; further: potency means the concentration at half of the fitted maximal effect; on the % scale 0 is the no-effect control and ±100 the full control effect; many of its hits are not listed in these tables
GFP derepression = epigenetic GFP locus derepression in mouse cells | AID 597 | 0.09% of 68,000 active | Potency, µM (doses to about 46.1 µM), for the others: top-dose GFP derepression (activation) | mouse C127i GFP locus derepression, cytometry, 30 h; further: % of control where 0% means no effect
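Derepression screen: silenced CMV-GFP reporter in murine C127i cells, 30 h compound incubation at 37 C, washed cells imaged by laser-scanning cytometer to enumerate GFP-expressing objects of 20 to 120 um.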
HADH2 inh = HADH2 (human) dehydrogenase inhibition | Potency, µM (highest dose often 57.1 µM), for inactives: at the top dose activity change, negative = inhibition, hits mostly inhibitors | recombinant HADH2, NADH fluorescence, beta-hydroxybutyryl-CoA | 3.4% of 73,000 active | Q99714; further: potency means the concentration at half of the fitted maximal effect; on the % scale 0 is the no-effect control and ±100 the full control effect; nearly all actives have a fitted effect of over 60% in size; many of its hits are not listed in these tables
Target sequence (Q99714 whole entry, looked up, one chain of several): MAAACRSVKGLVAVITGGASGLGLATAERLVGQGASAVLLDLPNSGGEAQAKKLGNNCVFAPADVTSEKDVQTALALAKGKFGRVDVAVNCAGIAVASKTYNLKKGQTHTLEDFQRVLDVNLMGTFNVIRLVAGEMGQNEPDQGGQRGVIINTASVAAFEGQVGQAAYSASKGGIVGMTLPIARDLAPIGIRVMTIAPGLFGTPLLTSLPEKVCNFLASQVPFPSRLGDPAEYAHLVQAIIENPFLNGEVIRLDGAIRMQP
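Activity measured as NADH fluorescence gain (360/450 nm), taken as the change between first and last reads of a 4-min kinetic run. Conditions: pH 9.0 Tris buffer, 20 nM E. coli-expressed His-tagged enzyme, 1 mM NAD+, 90 uM beta-hydroxybutyryl-CoA; 15-min compound preincubation.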
UbGFP stabilizer = proteasome inhibitors stabilizing ubiquitin-GFP reporter | 67,000 tested, under 10 active | Potency, µM (doses to about 45.9 µM), for the others: at the top dose activation (GFP accumulation), hits mostly activators | Ubiquitin-GFP reporter cells, proteasome inhibition, GFP fluorescence; response scale: untreated = 0%, 10 µM MG-132 = 100%; active means well fitted activation curve with a large enough effect, not every such curve was filed as active; inconclusive means small, poorly fitted or top-dose-only effect, or another doubt; inactive means no such curve, though single readings can be large or run the other way; further: potency means the concentration at half of the fitted maximal effect
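U2OS cells stably expressing ubiquitin(G76V)-GFP, seeded overnight in 0.5% FBS medium, were exposed to compounds (qHTS, 46 uM to 2.9 nM) for 4 hr at 37 °C. GFP-positive cells were counted by laser cytometry (488 ex/515 em), normalized between basal and 10 uM MG-132.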
15-hLO inh = 15-hLO (ALOX15) enzyme inhibition. P16050. purified 15hLO-1, xylenol orange hydroperoxide absorbance. 1.4% of 74,000 active. Potency, µM (series often up to 57.1 µM), for the others: at the top dose activity change, negative = inhibition, actives largely listed as inhibitors; further: potency means the concentration at half of the fitted maximal effect; on the % scale 0 is the no-effect control and ±100 the full control effect; nearly all actives have a fitted effect of over 55% in size
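Inhibition is scored from a chromogenic endpoint. After 15 min enzyme-compound contact, arachidonic acid (50 uM final) reacts 6 min with 40 nM 15hLO-1 at room temperature, then Fe-XO reagent is added for 30 min and absorbance ratio recorded.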
* = called active by the depositor; ? = inconclusive; · = not tested or not shown; [ ] = remark or other dose. Unless noted, the call rests on the fitted dose curve; in most records, active means well fitted curve in the direction sought with a large enough effect; inconclusive means small, poorly fitted or top-dose-only effect, or another doubt; inactive means no such curve, though single readings can be large; an effect the other way counts as inactive or inconclusive. The list is partial, so the mix of outcomes need not match the whole.

Each structure is followed by: CRE-bla Fsk	BRCT PPI red	DNA Pol III inh	HBB splice mod	BRCT PPI green	USP2a inh	Hsp90 Hop PPI	GFP derepression	HADH2 inh	UbGFP stabilizer	15-hLO inh
COc1cc(OC)cc(OCC(O)Cn2ccnc2)c1 (configuration not stated)
 : -15%	0.1%	-2%	-0.8%	-1.4%	0%	-6%	-3%	6%	-7%	8%
O=C(CSc1nnc(-c2ccccn2)n1Cc1ccco1)c1ccccc1
 : -4%	-0.1%	-6%	-0.8%	-1.9%	-5%	-7%	0%	2%	1%	4%
CSc1nc(N(CCO)CCO)c2sc3nc(-c4ccco4)c4c(c3c2n1)CCC4
 : ?	0.2%	-6%	-0.6%	2.2%	6%	-1%	0%	6%	0%	-11%
O=C(CSc1nc2c(c(=O)n1-c1ccc(Cl)cc1)SCC2)N1CCOCC1
 : -6%	0.9%	-6%	-1.4%	0.4%	·	-1%	·	-12%	12%	5%
CCCCn1c(SCC(=O)N2CCC(C(=O)OCC)CC2)nc2cc(S(N)(=O)=O)ccc21
 : 0%	-2.4%	0%	0.5%[57.5 µM]	-0.3%	7%	-4%	-2%	13%	1%	-2%
Cc1ccc(C(=O)Nc2cccc(C(=O)O)c2)cc1S(=O)(=O)N1CCCCC1
 : 0%[7.6 µM]	-1.3%	-1%[11.4 µM]	-2.8%[0.0738 µM]	-1.5%	7%[7.66 µM]	-3%[11 µM]	0%	-5%[11.4 µM]	-3%[9.17 µM]	2%[11.4 µM]
CC1(NC(=O)C23CC4CC(CC(C4)C2)C3)CCS(=O)(=O)C1 (configuration not stated)
 : 7%	-0.4%	-6%	1.6%[57.5 µM]	-1.8%	-3%	0%	2%	8%	6%	1%
COc1ccc(OC)c(-c2oc3ccccc3c(=O)c2O)c1
 : 21%	-0.2%	-1%	-0.7%	-3.1%	7%	0%	-2%	2%	6%	?
O/N=C(\COc1ccccc1O)c1ccccc1
 : ?	2.0%	-8%	0.4%	-1.6%	3%	-4%	1%	-7%	5%	-5%
O=C(c1ccc2c(=O)n(-c3ccccc3)c(=O)[nH]c2c1)N1CCCCC1
 : -5%	-1.1%	-5%	-0.3%	-0.3%	0%	-3%	2%	?	-5%	2%
COC(=O)C1CCN(C(=O)C23CCC(C)(C(=O)O2)C3(C)C)CC1 (configuration not stated)
 : ?	0.1%	-8%	1.1%	-1.0%	1%	-2%	3%	10%	3%	4%
COC(=O)c1ccc(NC(=O)CCN2CCCCC2)cc1
 : 11%	-1.2%	-2%	-1.1%	-3.2%	-8%	0%	-5%	7%	-4%	7%
CCN(CC)C(=O)Oc1ccc2c(=O)c(-c3ccccc3)coc2c1
 : ?	-0.3%	-4%	4.6%	0.3%	4%	8%	3%	-3%	-3%	-2%
Cc1cc(=O)n2nc(N3CCCC3C(=O)NCCCN3CCCCC3)sc2n1 (configuration not stated)
 : -4%	-0.3%	-3%	-1.4%	-0.9%	-8%	-4%	2%	-1%	-6%	3%
COc1ccc(C2CC(c3ccccc3)Nc3ncnn32)cc1 (configuration not stated)
 : -1%	0.7%	-5%	0.2%	-1.7%	·	-1%[2.3 µM]	·	?	23%	16%
O=C(N/N=C\c1ccccc1O)c1ccccc1O
 : ?	-1.9%	?	·	11%	·	10µM*	0%	-11%	1%	-17%[25.6 µM]
COc1cccc(C(c2nnnn2Cc2ccccc2)N2CCN(C(=O)c3ccco3)CC2)c1OC (configuration not stated)
 : -9%	-1.1%	-5%	0.1%[57.5 µM]	-0.7%	·	-14%	0%	1%	-1%	?
CCS(=O)(=O)N1CCN(C(=O)CC(C)C)CC1
 : ?	0.6%	0%	1.6%	1.4%	6%	-5%	-3%	9%	-2%	4%
COc1ccc(NC(=O)CN(C)S(=O)(=O)c2ccccc2)cc1OC
 : -2%	-1.7%	8%	-1.2%	1.0%	-2%	5%	-3%	7%	0%	1%
CCCS(=O)(=O)N1CCCC(C(=O)NCCc2ccc(OC)c(OC)c2)C1 (configuration not stated)
 : -2%	-0.6%	1%	-0.4%	0.4%	2%	-1%	2%	2%	-12%	5%
CCOC(=O)c1[nH]c(C)c(C(=O)NCCCN2CCOCC2)c1C
 : 9%	1.0%	-2%	-5.4%	-3.7%	1%	-9%	0%	0%	0%	3%
CCN(CC)S(=O)(=O)c1cccc(-c2nnc(SCC(N)=O)n2CCc2ccccc2)c1
 : -4%	-0.5%	2%	0.5%[57.5 µM]	0.3%	2%	-2%	-1%	5%	-3%	3%
CC(C)n1nc(C(=O)Nc2nc3ccc(S(C)(=O)=O)cc3s2)c2ccccc2c1=O
 : ?	0.6%	1%	-2.0%	-1.8%	4%	-4%	1%	2%	1%	7%
CCN(CC)CCOc1cc2c(nn1)Oc1ccccc1N2C
 : ?	-0.1%	-3%	0.3%[0.369 µM]	-1.7%	-8%	-7%	6%	79%[activator]	-3%	?
CCSc1nc2c(c(=O)n(C)c(=O)n2C)n1Cc1ccc(Cl)cc1
 : 12%	-0.2%	2%	0.1%	1.5%	1%	0%	2%	9%	1%	-13%
O=C(COC(=O)c1ccc(=O)n(Cc2ccccc2)n1)Nc1ccc2c(c1)OCCO2
 : -1%	-0.7%	-6%	-6.7%	-1.4%	-1%	-7%	0%	?	-3%	?
CCCc1cc(=O)n2[nH]c(NCc3ccccc3Cl)nc2n1
 : ?	-0.4%	-2%	2.6%[0.369 µM]	-2.0%	7%	-2%	0%	-1%	0%	9%
O=C(Nc1ccc(-c2nc3ccccc3o2)cc1)c1ccc2c(c1)OCO2
 : 8%	1.8%	-4%	-0.6%	-1.4%	8%	-1%	3%	25µM*	-3%	-4%
Cn1c(=O)c(-c2ccccc2)nc2cnc(OCc3ccccc3)nc21
 : -14%	1.4%	-5%	-0.8%	-2.0%	6%	-10%	2%[9.22 µM]	-2%	-4%	4%
CCCc1cc(C(N)=O)c(NC(C)=O)s1
 : ?	1.2%	-6%	-1.4%	-2.8%	0%	-4%	-1%	?	-11%	-11%
Cc1ccc(N2CC(C(=O)N3CCCc4ccccc43)CC2=O)cc1 (configuration not stated)
 : -5%	0.0%	-2%	-0.3%	-2.5%	40%[activator]	-3%	-3%	8%	-2%	-4%
Nc1c(C(=O)NCC2CCCO2)sc(=S)n1-c1ccccc1 (configuration not stated)
 : 7%	-2.2%	1%	0.7%[9.22 µM]	-2.5%	-3%	-4%	0%	?	0%	-10%
CC1CCN(S(=O)(=O)N2CCC(C(=O)N3CCC(N(C)CC4CCCO4)CC3)CC2)CC1 (configuration not stated)
 : 1%	1.1%	0%	-1.2%	-1.8%	·	-3%[2.3 µM]	·	-5%	-7%	-2%
